Screening data deposited in PubChem BioAssay by National Center for Advancing Translational Sciences (NCATS).
GLS inh – qHTS for Inhibitors of Glutaminase (GLS); GLS enzymatic activity, qHTS titration; Glutaminase kidney isoform, mitochondrial (Homo sapiens), O94925; AID 624170, 2012; 410,000 tested, 0.21% active; Potency, µM (doses to about 45.5 µM), without a hit: at the top dose activity change, negative = inhibition, usual class: inhibitors; further: potency means the concentration at half of the fitted maximal effect; on the % scale 0 is the no-effect control and ±100 the full control effect
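hKGA; 45 mM KH2PO4 pH 8.2 + 0.02% Tween-20; cpd via pin tool; 1 mM Gln soln; GluOx/HRP/Amplex Red; RT 30 min; fluor. t0 & final.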
USP1-UAF1 inh – Inhibitors of USP1/UAF1: Primary Screen; 390,000 tested, 0.23% active; Potency, µM (top dose mostly 57.1 µM), without a hit: at the highest dose activity change, negative = inhibition, usual class: inhibitors; recombinant USP1/UAF1, Ub-Rhodamine cleavage fluorescence; Ubiquitin carboxyl-terminal hydrolase 1 (Homo sapiens), O94782; further: potency means the concentration at half of the fitted maximal effect; on the % scale 0 is the no-effect control and ±100 the full control effect; nearly all actives have a fitted effect of over 60% in size; inactives centre near -12
Target sequence (O94782 whole entry, looked up): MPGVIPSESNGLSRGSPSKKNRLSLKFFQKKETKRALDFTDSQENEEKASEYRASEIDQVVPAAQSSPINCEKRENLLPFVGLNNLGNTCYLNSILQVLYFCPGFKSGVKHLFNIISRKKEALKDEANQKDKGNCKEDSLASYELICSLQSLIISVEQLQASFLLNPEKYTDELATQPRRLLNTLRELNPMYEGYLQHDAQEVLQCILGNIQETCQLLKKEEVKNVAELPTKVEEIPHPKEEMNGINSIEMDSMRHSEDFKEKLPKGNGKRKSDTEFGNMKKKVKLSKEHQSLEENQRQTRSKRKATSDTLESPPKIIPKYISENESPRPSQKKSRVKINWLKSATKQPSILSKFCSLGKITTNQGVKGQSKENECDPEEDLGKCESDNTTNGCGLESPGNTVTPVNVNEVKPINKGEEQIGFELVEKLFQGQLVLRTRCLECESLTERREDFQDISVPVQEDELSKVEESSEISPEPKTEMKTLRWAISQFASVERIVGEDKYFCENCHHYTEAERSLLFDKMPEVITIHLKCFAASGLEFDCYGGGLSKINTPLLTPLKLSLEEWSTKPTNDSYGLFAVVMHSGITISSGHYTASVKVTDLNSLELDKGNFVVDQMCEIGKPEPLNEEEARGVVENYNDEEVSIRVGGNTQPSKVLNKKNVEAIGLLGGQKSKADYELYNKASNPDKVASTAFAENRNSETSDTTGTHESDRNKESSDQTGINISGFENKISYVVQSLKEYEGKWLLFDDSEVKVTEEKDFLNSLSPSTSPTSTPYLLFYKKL
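USP1/UAF1 complex at 1 nM was preincubated with compound for 15 min at room temperature, then Ub-Rho substrate (150nM final) was added. Fluorescence (480/540 nm) was read kinetically, 6 reads every 60 seconds.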
IDH1 R132H inh – qHTS for Inhibitors of mutant isocitrate dehydrogenase 1 (IDH1): qHTS; 390,000 tested, 0.093% active; IDH1-R132H enzyme, NADPH consumption, diaphorase/resazurin fluorescence; Isocitrate dehydrogenase [NADP] cytoplasmic (Homo sapiens), O75874; Potency, µM (doses to about 76.6 µM), for the others: top-dose activity change, negative = inhibition, hits mostly inhibitors; further: potency means the concentration at half of the fitted maximal effect; on the % scale 0 is the no-effect control and ±100 the full control effect; nearly all actives have a fitted effect of over 65% in size
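IDH1-R132H (0.5 ug/mL dispensed) in pH 7.5 Tris buffer was preincubated 30 min with compound, then given a substrate mix of 0.016 mM NADPH and 2 mM alpha-KG for 80 min at room temperature; remaining NADPH was read by diaphorase/resazurin fluorescence.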
TrxR1 inh – qHTS Assay for Inhibitors of Mammalian Selenoprotein Thioredoxin Reductase 1 (TrxR1): qHTS; Potency, µM (top dose mostly 114 µM), for the others: at the highest dose activity change, negative = inhibition, usual class: inhibitors; AID 588453, 2011; 390,000 tested, 1% active; recombinant rTrxR1, NADPH fluorescence consumption, selenite substrate; further: potency means the concentration at half of the fitted maximal effect; on the % scale 0 is the no-effect control and ±100 the full control effect; nearly all actives have a fitted effect of over 65% in size
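Rat TrxR1 (90 nM in the dispensed reagent) was pre-reduced with 400 uM NADPH for 5 min at room temperature, then incubated with compound for 15 min. After 400 uM selenite was added, NADPH fluorescence (Ex 340/Em 450 nm) was followed for 8 min.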
Tb PGK inh – qHTS Assay to Find Inhibitors of Phosphoglycerate Kinase; Phosphoglycerate kinase, glycosomal (Trypanosoma brucei brucei), P07378; PGK/GAPDH coupled, Kinase-Glo luminescence, 60 min; Potency, µM (doses to about 57.5 µM), inactives show at the highest dose activity change, negative = inhibition, most hits filed as inhibitors; 380,000 tested, 0.043% active; further: potency means the concentration at half of the fitted maximal effect; on the % scale 0 is the no-effect control and ±100 the full control effect; nearly all actives have a fitted effect of over 60% in size
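Recombinant glycosomal PGK reaction used 1,3-bisphosphoglycerate generated in-well by GAPDH (100nM final) in 100mM TEA pH 7.6, 5mM MgCl2, 0.01% Tween-20. After 60 minutes at room temperature, ATP was read by Kinase-Glo Plus luminescence end-point.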
Pin1 inhibitor – qHTS Assay to Find Inhibitors of Pin1; Pin1 FP peptide displacement, HiFluor488, 10 min; 390,000 tested, 0.009% active; Potency, µM (series often up to 115 µM), for the others: at the top dose activity, negative = inhibition, usual class: inhibitors; Peptidyl-prolyl cis-trans isomerase NIMA-interacting 1 (Homo sapiens), Q13526; active means well fitted inhibition curve with a large enough effect in the polarisation, with a control signal flat, not every such curve was filed as active; inconclusive means small, poorly fitted or top-dose-only effect, or effect the other way, or a change in a side signal; inactive means no such curve, though single readings can be large or run the other way; the % refers to the polarisation; further: potency means the concentration at half of the fitted maximal effect; on the % scale 0 is the no-effect control and ±100 the full control effect
TrxR1 substrate – qHTS Assay for Substrates of Mammalian Selenoprotein Thioredoxin Reductase 1 (TrxR1): qHTS; 390,000 tested, 0.01% active; AID 588456, 2011; purified TrxR1 substrate turnover, NADPH consumption readout; Potency, µM (top dose mostly 114 µM), for the others: at the highest dose activity change, negative = substrate turnover; Thioredoxin reductase 1, cytoplasmic (Rattus norvegicus), O89049; further: potency means the concentration at half of the fitted maximal effect; on the % scale 0 is the no-effect control and ±100 the full control effect; nearly all actives have a fitted effect of over 50% in size
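Rat TrxR1, dispensed at 90 nM, was prereduced with 400 uM NADPH (final) for 5 min at ~22 deg C, then incubated with compound 15 min before 400 uM selenite. A first-read NADPH fluorescence drop versus no-compound background flagged substrates.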
PI4K2A block – qHTS for small molecular inhibitors of PI4K2A | Phosphatidylinositol 4-kinase type 2-alpha (Homo sapiens), Q9BTU6 | purified PI4K2A, ADP-Glo luminescence, 1 h; stronger effect = lower value | activity change, negative = inhibition, % at 76.9 µM | 420,000 tested, 0.13% active; in the data active means activity change below about -50%; inconclusive means mostly about -30% to -49%;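 further: -100% = wells without enzyme as full effect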
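In this quantitative HTS, ADP production by PI4K2A was quantified luminescently after 1 h at ambient temperature; 100 microM adenosine served as plate-quality control.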
HP1b chromo inh – HTS for Inhibitors of HP1-beta Chromodomain Interactions with Methylated Histone Tails. 390,000 tested, 0.56% active. Potency, µM (highest dose often 114 µM), for the others: at the highest dose activity change, negative = inhibition, most hits filed as inhibitors. AlphaScreen HP1-beta / biotin-H3K9me3 peptide binding. Chromobox protein homolog 1 (Homo sapiens), P83916. AID 540317, 2011; further: potency means the concentration at half of the fitted maximal effect; nearly all actives have a fitted effect of over 70% in size; inactives centre near 23
Target sequence (P83916 whole entry, looked up): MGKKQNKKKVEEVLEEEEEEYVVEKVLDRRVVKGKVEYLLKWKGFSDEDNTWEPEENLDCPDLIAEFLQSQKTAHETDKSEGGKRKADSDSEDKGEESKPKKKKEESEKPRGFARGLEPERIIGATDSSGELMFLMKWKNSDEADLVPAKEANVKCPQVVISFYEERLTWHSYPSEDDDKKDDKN
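HP1-beta protein (50 nM final) preincubated 30 min at room temperature with biotinylated H3(1-18)K9me3 peptide (50 nM) in PBS pH 7.4, 0.01% Tween-20, then compound added for 30 min. AlphaScreen streptavidin donor/nickel chelate acceptor beads (10 ug/mL final), 30 min dark, luminescence read.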
Numbers without * were called inactive; i = inactive; ? = inconclusive; nt = no result given; [ ] = remark or other dose. Unless noted, the call rests on the fitted dose curve; in most records, active means well fitted curve in the direction sought with a large enough effect; inconclusive means small, poorly fitted or top-dose-only effect, or another doubt; inactive means no such curve, though single readings can be large; an effect the other way counts as inactive or inconclusive.

GLS inh,USP1-UAF1 inh,IDH1 R132H inh,TrxR1 inh,Tb PGK inh,Pin1 inhibitor,TrxR1 substrate,PI4K2A block,HP1b chromo inh,mol
1%,1%,-4%,-7%,5%,-6%,-5%,-6,4%,COc1ccc(N(C(C)C(=O)NC2CCCCCC2)S(C)(=O)=O)cc1 (centres undefined)
-11%,-21%,2%,nt,i,nt,nt,2,nt,Cc1ccc(S(=O)(=O)N2C[C@H]3N(C(=O)OC(C)C)N(C(=O)OC(C)C)C[C@H](OC(=O)NCc4ccco4)[C@@]3(O)C2)cc1
3%,-7%,0%,18%,1%,16%,-3%,0,43%[activator],O=C(Nc1nnc(-c2ccncc2)s1)Nc1ccccc1F
2%,-31%,13%,7%[57.1 µM],-1%,0%,-3%,6,-11%,COc1cc(C(=S)N2CCOCC2)cc(OC)c1OC(=O)c1ccc([N+](=O)[O-])cc1[N+](=O)[O-]
1%,-18%,-1%,-8%,14%,-6%,2%,-4,6%,Cc1nn(-c2ccccc2)c(Cl)c1C(=O)NCc1cccs1
17%,2%,3%,-12%,2%,-7%,-3%,10,?,COc1ccccc1N1CCN(CC(=O)NCC2CCCO2)CC1 (centres undefined)
-5%,-9%,3%,-2%,-1%,-2%,-1%,2,22%,Cc1c(C(=O)N2CCN(C3CCS(=O)(=O)C3)CC2)oc2ccc(Cl)cc12 (centres undefined)
3%,-10%,0%,0.71µM*,-7%,13%,9%,11,-24%,O=C(CCN1CCc2ccccc2C(O)(c2ccccc2)C1)c1ccc2c(c1)OCCO2 (centres undefined)
-25%,?,-2%,23%[57.1 µM],-6%,0%,3%[57.1 µM],-1,21%,COc1ccccc1Nc1nc(NCC2CCCO2)c2ccccc2n1 (centres undefined)
0%,-23%,13%,?,-3%,-12%,-2%,6,33%,O=C1c2cccnc2C(=O)N1Cc1ccc(S(=O)(=O)NCc2ccco2)s1
2%,-8%,0%,-11%,i,4%,-3%,-4,31%,CC(=O)Nc1cccc(NC(=O)CCn2cnc3cc(C)c(C)cc32)c1
1%,11%,-15%,31%,i,13%,102%[activator],2,10%,Cc1cc(C)n2nc(NCc3ccccc3Cl)nc2n1
2%,-11%,1%,28%,-6%,0%,3%,4,17%,CCS(=O)(=O)C(=C1NCCO1)S(=O)(=O)CC
3%,-14%,5%,-9%,-1%,4%,-5%,-3,28%,CCOc1ccc(C(=O)OCC(=O)Nc2cccnc2Cl)cc1OCC
-13%,-9%,0%,-24%,-6%,51%[activator],5%[57.1 µM],-11,21%,CCOC(=O)/C=C1\SCC(=O)N1CC(=O)c1ccc[nH]1
9%,?,5%,?,3%,6%,2%,-16,50%[activator],COc1ccc(NC(=O)/C(Cl)=C(/Cl)S(=O)Cc2ccc(Cl)cc2)cn1 (centres undefined)
-7%,-23%,0%,1%,0%,2%,-12%,5,16%,O=[N+]([O-])CC(c1ccc(F)cc1)c1c[nH]c2ccccc12 (centres undefined)
2%,-5%,11%,-14%,-5%,3%,-7%,11,53%,O=C(Nc1ccc(N2CCOCC2)c(Cl)c1)c1cc(F)c(F)cc1Cl
14%,4%,-2%,2%,2%,2%,-1%,9,23%,O=C(O)C1CCCN(S(=O)(=O)c2ccc(F)cc2)C1 (centres undefined)
0%,-4%,-6%,9%[11.4 µM],-4%,0%,5%[11.4 µM],10,18%,Cc1nc2ccccc2c(=O)n1NC(=O)c1cncc(Br)c1
0%,-19%,8%,-21%,-3%,6%,0%,-1,36%,CC(=O)c1ccc(N2CCN(C(=O)c3cc4c(s3)-c3ccccc3OC4)CC2)cc1
-3%,-10%,-5%,14%,6%,-3%,5%,6,16%,CC1CCC2(CC1)NC(=O)N(CC(=O)N1CCOCC1)C2=O (centres undefined)
5%,0%,3%,-5%[57.1 µM],1%,-1%,-3%[57.1 µM],-6,13%,COc1ccccc1C(C)NC(=O)Cc1ccsc1 (centres undefined)
0%,?,0%,4%,i,5%,-6%,-6,9%,CNc1nc(NCCOC23CC4CC(CC(C4)C2)C3)nc(OCC(F)(F)F)n1

3 entries from above, ordered by the number in Pin1 inhibitor, largest number first.
GLS inh,USP1-UAF1 inh,IDH1 R132H inh,TrxR1 inh,Tb PGK inh,Pin1 inhibitor,TrxR1 substrate,PI4K2A block,HP1b chromo inh,mol
0%,-19%,8%,-21%,-3%,6%,0%,-1,36%,CC(=O)c1ccc(N2CCN(C(=O)c3cc4c(s3)-c3ccccc3OC4)CC2)cc1
2%,-5%,11%,-14%,-5%,3%,-7%,11,53%,O=C(Nc1ccc(N2CCOCC2)c(Cl)c1)c1cc(F)c(F)cc1Cl
5%,0%,3%,-5%[57.1 µM],1%,-1%,-3%[57.1 µM],-6,13%,COc1ccccc1C(C)NC(=O)Cc1ccsc1 (centres undefined)

The listing continues.
GLS inh,USP1-UAF1 inh,IDH1 R132H inh,TrxR1 inh,Tb PGK inh,Pin1 inhibitor,TrxR1 substrate,PI4K2A block,HP1b chromo inh,mol
0%,-11%,5%,-2%,-6%,2%,-1%,0,29%,CCN(C(=O)CSc1nnc(-c2ccccc2F)n1N)c1c(N)n(Cc2ccccc2)c(=O)[nH]c1=O
-4%,0%,-3%,2%,2%,2%,-1%,2,22%,c1ccc(C2COC(c3cccs3)=N2)cc1 (centres undefined)
13%,-32%,-2%,20%,-9%,-7%,2%,3,24%,O=C(CN1CCN(c2cccc(Cl)c2)CC1)Nc1ccc(S(=O)(=O)N2CCOCC2)cc1
5%,1%,0%,-14%,2%,-1%,-15%,4,5%,O=C(c1cc([N+](=O)[O-])ccc1N1CCN(S(=O)(=O)c2ccc(Cl)c(Cl)c2)CC1)N1CCOCC1
3%,11%,0%,0%,11%,?,-6%,3,14%,COc1ccc(C(=O)Nc2ccc(-c3nc4cc(C)ccc4o3)c(O)c2)cc1
-22%,-13%,3%,19%,-8%,19%,1%,-6,14%,COc1ccc(NS(=O)(=O)c2cc(NC(=O)c3ccccc3F)ccc2N2CCCC2)cc1
-9%,-13%,7%,1%,i,1%,-1%,0,49%[activator],CCOCCCNC(=O)c1ccc(Br)cc1
24%,3%,7%,18%,-6%,?,-2%,2,28%,COc1cc(C(=O)NCc2nnc(SCC(=O)c3ccccc3)o2)cc(OC)c1OC
-5%,-5%,2%,11%[11.4 µM],-3%,-1%,1%,0,16%,CCOC(=O)c1cc2cc3ccccc3cc2oc1=O
-1%,-5%,-1%,18%,nt,1%,8%[57.1 µM],-3,20%,CCOC(=O)C1CCN(c2ncnc3c2oc2ccccc23)CC1
1%,-4%,?,0%,1%,3%,0%,2,19%,Cc1ccc(N(C(=O)CCC(=O)Nc2cc(C)on2)C(C(=O)NC2CCCC2)c2ccccc2)cc1 (centres undefined)
-4%,-13%,-2%,-9%,-2%,15%,-11%,5,-1%,Cc1cccc(C(=O)NC(C(=O)Nc2ccc(S(=O)(=O)Nc3nccs3)cc2)C(C)C)c1 (centres undefined)
-2%,-10%,6%,-5%[57.1 µM],0%,4%,-1%[57.1 µM],1,10%,O=C1N[C@@H](Cc2c[nH]c3ccccc23)COC(=O)[C@H](Cc2ccc(F)cc2)C/C=C\C[C@H]1CC(=O)N(CCO)Cc1ccccc1
3%,-14%,5%,-5%,-2%,-2%,-7%,-13,29%,CC(CN1CCCCC1)OC(=O)c1ccc(Cl)cc1 (centres undefined)
3%,-13%,2%,1%,6%,-2%,10%,-1,13%,CN1CCN(c2nc3c(c(=O)n(C)c(=O)n3C)n2CC(=O)C23CC4CC(CC(C4)C2)C3)CC1
7%,-20%,0%,-10%,i,5%,-7%,1,?,O=C(NC(NC(=S)Nc1ccc(Cl)cc1Cl)C(Cl)(Cl)Cl)c1cccc([N+](=O)[O-])c1 (centres undefined)
4%,-2%,-3%,-7%,5%,-9%,2%,4,21%,FC(F)(F)c1ccccc1-n1c(CN2CCCCC2)n[nH]c1=S
0%,-2%,5%,6%[2.29 µM],i,-5%,-8%[57.1 µM],0,30%[57 µM],CC1=CC(=NNS(=O)(=O)c2ccc([N+](=O)[O-])cc2)CC(C)(C)C1
0%,-12%,1%,-9%,i,-11%,0%,-2,35%,CCOC(=O)N1CCN(C(=O)CSc2nc(CC)nc3c2c(=O)n(C)c(=O)n3C)CC1
-6%,-19%,-10%,-5%,-10%,-9%,-1%,5,25%,COc1ccc(OC)c(CC(NC(C)=O)C(=O)NC2CCN(c3nnnn3-c3ccccc3)CC2)c1 (centres undefined)

An excerpt. The share of hits here may be higher or lower than overall.
